# m5-HT2A agonist – activates the mouse 5-HT2A serotonin receptor. 0.66% of 360,000 active. AID 624169. CHO-K1 mHTR2A beta-arrestin complementation, luminescence; percent of 30 µM serotonin response. activation, % at 7.6 µM. P35363;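 active means activation above a run cutoff, the mean activation of all tested compounds plus 3 SD, cut at about 14% in these data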;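 further: 0% = plate median of compound wells and 100% = 30 µM serotonin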
# Target sequence (P35363 whole entry, looked up): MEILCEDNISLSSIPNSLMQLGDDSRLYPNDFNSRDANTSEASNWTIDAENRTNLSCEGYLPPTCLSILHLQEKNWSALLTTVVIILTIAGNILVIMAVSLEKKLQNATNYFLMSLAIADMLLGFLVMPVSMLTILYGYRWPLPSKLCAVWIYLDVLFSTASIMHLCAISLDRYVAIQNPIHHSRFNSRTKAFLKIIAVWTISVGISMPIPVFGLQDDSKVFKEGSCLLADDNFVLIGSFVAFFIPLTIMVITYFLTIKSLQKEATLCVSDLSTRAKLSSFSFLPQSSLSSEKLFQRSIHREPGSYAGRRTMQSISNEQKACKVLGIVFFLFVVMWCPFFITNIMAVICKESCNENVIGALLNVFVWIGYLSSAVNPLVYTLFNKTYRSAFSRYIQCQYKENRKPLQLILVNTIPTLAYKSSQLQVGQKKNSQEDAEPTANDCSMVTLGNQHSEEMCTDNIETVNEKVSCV
# ABHD5-PLIN5 inh – inhibitors of human ABHD5-perilipin-5 interaction; 0.78% of 360,000 active; inhibition, % at 4 µM; AID 602281; Split G. princeps luciferase complementation, luminescence, 4 h; Q00G26+Q8WTS1;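 active means inhibition above the mean inhibition across every tested compound plus 3 SD, cut at about 22% in these data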;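 further: 0% = DMSO only wells and the 100% control is not disclosed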
# Glyco luc inh – blocks N-linked glycosylation in D54 reporter cells | D54 ERlucT glycosylation luciferase reporter, 24 h; percent of 100 nM tunicamycin response | AID 588692 | reporter increase, % at 12.5 µM | 0.23% of 360,000 active;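 active means mean luciferase reporter signal, scaled so untreated is 0 and the glycosylation-blocking control 100, at or above a set limit in every replicate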;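 further: luciferase carries N-glycosylation sites so blocking glycosylation raises the light; 0% = median of neutral control wells and 100% = median of 100 nM tunicamycin wells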
# MC4R ag barr – activates human MC4R beta-arrestin recruitment. 0.98% of 360,000 active. activation, % at 8.9 µM. AID 540308. U2OS MC4R beta-arrestin complementation, luminescence; percent of melanotan II response, DMSO zero. P32245;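 active means activation above a per-plate cutoff, the mean activation of sample wells on that plate plus 3 SD, cut at about 8% in these data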
# MC4R antag cAMP – blocks human MC4R cAMP signaling; MC4R-expressing cells, MTII-stimulated cAMP, LANCE TR-FRET; inhibition, % at 6.5 µM; 0.48% of 360,000 active; AID 540295;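 active means inhibition above its plate's cutoff, the mean of tested wells on that plate plus 3 SD, cut at about 29% in these data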;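 further: 0% = Melanotan II alone and 100% = Melanotan II plus saturating MCL0020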
#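 System: U2OS-MC4R stable cell line; Technique: Eu-cAMP/anti-cAMP TR-FRET, emission 671 nm; Repeats: single well per compound; Also added: Melanotan II; Dosing: one concentration, 6.5 µM nominal; Schedule: 30-min compound, 1-h challenge, 1-h detection, room temperature.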
# PDI inh – inhibitors of human protein disulfide isomerase; P07237; inhibition, % at 10 µM; PDI insulin aggregation turbidity, A650, 90 min; AID 588391; 0.052% of 350,000 active;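 active means mean inhibition across replicates of 30% or more, whatever share of single replicates reach that level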;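 further: absorbance from insulin aggregation driven by PDI reduction with DTT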
# Target sequence (P07237 whole entry, looked up): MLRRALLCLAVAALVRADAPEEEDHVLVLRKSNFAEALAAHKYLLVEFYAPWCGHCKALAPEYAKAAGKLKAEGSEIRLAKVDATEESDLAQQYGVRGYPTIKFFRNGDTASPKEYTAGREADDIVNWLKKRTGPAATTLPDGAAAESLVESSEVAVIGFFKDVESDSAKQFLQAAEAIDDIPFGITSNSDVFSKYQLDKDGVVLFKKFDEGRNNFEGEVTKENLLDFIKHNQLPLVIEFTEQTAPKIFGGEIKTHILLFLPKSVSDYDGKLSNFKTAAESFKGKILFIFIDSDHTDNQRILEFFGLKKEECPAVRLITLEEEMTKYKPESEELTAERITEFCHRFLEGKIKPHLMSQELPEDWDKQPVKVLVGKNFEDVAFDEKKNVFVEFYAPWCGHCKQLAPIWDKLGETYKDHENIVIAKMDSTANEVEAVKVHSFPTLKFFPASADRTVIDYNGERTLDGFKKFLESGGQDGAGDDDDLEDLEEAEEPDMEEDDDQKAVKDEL
# Cardio protect – modulators protecting cardiomyocytes from myocardial damage; protection from H2O2 cell death, % at 20 µM; AID 588492; 0.63% of 360,000 active; H9c2 cardiomyocytes, H2O2 injury protection, ATPLite, 2 h;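 active means compounds giving at least 50% protection of heart cells from peroxide-induced death in the single-dose screen, raw or plate-pattern-corrected value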;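 further: 0% = DMSO wells with peroxide and 100% = DMSO wells without peroxide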
# CaV13 FRET inh – Primary screen for inhibitors of IQ motif and Ca2+-dependent inactivation inhibitor domain binding in CACNA1D, Förster resonance energy transfer in living cells, …; HEK cells, CFP/YFP FRET ICDI-IQ, plate reader, 10 min; percent FRET-ratio fall versus neutral wells; inhibition, % at 12.3 µM; 0.098% of 340,000 active;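 active means mean replicate inhibition of at least 30% and at least 1% of replicates passing that level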;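 further: 0% = median of the neutral control wells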
# Granule exo inh – lytic granule exocytosis inhibition; TALL-104 LAMP-1 surface exposure, flow cytometry; cells stimulated with thapsigargin and PMA; 0.66% of 360,000 active; inhibition, % at 10 µM;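 active means inhibition above about 55%, limit read from the data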
# ABCB6 inh 2 – inhibitors of human ABC transporter ABCB6; Q9NP58; K562-ABCB6 porphyrin accumulation, flow cytometry, 1 h; stronger effect = lower value; fluorescence ratio to DMSO, % at 10 µM; 0.19% of 360,000 active; AID 602162;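 active means fluorescence ratio to DMSO below 75%, the collection mean minus 3 SD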;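 further: signal is porphyrin accumulated inside mitochondria; 100% equals median channel fluorescence of DMSO control wells; lower ratio means ABCB6 inhibition with less porphyrin fluorescence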
# An asterisk follows results filed as active; nt = not tested or not shown.
SMILES,m5-HT2A agonist,ABHD5-PLIN5 inh,Glyco luc inh,MC4R ag barr,MC4R antag cAMP,PDI inh,Cardio protect,CaV13 FRET inh,Granule exo inh,ABCB6 inh 2
Cc1cc2nc(CCl)cc(=O)n2[nH]1,-4,1,0,-3.9,15,6,0,-5,1,103
CC1CN(c2ccc(NC(=S)NNCCC#N)cc2)CC(C)O1 (centres undefined),-1,-4,4,0.6,11,-4,5,-14,8,99
COc1ccc(CC(=O)NC2CC2)cc1OC,1,-10,0,1.9,-7,3,1,-5,-6,102
COc1ccc(C(=O)NC(CCSC)C(=O)N2CCCCCC2)cc1 (centres undefined),-1,0,1,1.7,4,10,2,-7,-6,102
CSCCC(NC=O)C(=O)NC(C)C(=O)O (centres undefined),-8,4,0,0.4,6,-5,-4,-5,2,99
COc1ccc(-n2nc3c(c2NC(=O)C(C)Oc2ccccc2)CS(=O)C3)cc1 (centres undefined),-2,0,-1,-2.2,20,-5,-2,-2,-2,97
CCOC(=O)Cc1csc(NC(=O)CN(C)S(=O)(=O)c2ccc3c(c2)CCC(=O)N3)n1,-1,7,0,-1.9,2,11,-10,-6,-2,98
O=C(c1ccc(Cl)cc1)N1CCC(C(=O)N2CCCc3ccccc32)CC1,4,6,0,-3.0,5,1,9,-2,-2,95
CC1CC(CC(=O)Nc2nc(-c3ccccc3)cs2)C(=O)O1 (centres undefined),2,1,1,-0.3,9,3,3,8,-2,98
CCOC(=O)c1c(C)[nH]c(C(=O)COC(=O)/C=C/c2cccc(OC)c2OC)c1C,-1,4,-1,1.8,8,-1,2,-3,2,98
O=S(=O)(c1ccc(F)cc1)N1CCN(C(=S)NCCc2ccccc2)CC1,0,-11,-3,-1.0,-5,9,0,-6,-4,96
Cc1cc(C)n(-c2ccc(C(=O)OCC(=O)c3ccc(Br)s3)cc2)n1,-5,3,2,-0.1,6,-2,10,-6,-2,96
Cc1cccc(OCCC(=O)Nc2ccc(C)c(S(=O)(=O)N3CCOCC3)c2)c1,9,0,-3,0.7,5,6,-6,-3,-1,93
O=C(CCn1c(=O)oc2ccccc21)N1CCN(c2ccccc2Cl)CC1,-11,-2,18,-2.0,-8,0,3,-4,0,92
COc1ccc(CC(=O)O)cc1O,-3,-12,1,-2.3,4,-25,4,-10,2,78
O=C(NCCN1CCN(Cc2ccccc2Cl)CC1)Nc1ccccc1,-2,-5,1,0.0,3,3,-1,-7,9,99
C=CC(=O)N1C/C(=C/c2ccc(Cl)cc2)C(=O)/C(=C\c2ccc(Cl)cc2)C1,1,94*,-20,-2.7,45*,24,-16,-5,86*,100
CC(=O)N1N=C(c2ccccc2)CC1c1cn(Cc2ccccc2)c2ccccc12 (centres undefined),2,-2,-6,-0.4,6,-2,-22,-3,-1,98
CCOc1ccc(C(=O)C[n+]2ccc(C(=O)NCCO)cc2)cc1,-9,-4,2,-0.9,1,-6,-5,-21,-5,100
CN(C)S(=O)(=O)c1ccc(NC(=O)CSc2nnc(-c3ccco3)n2N)cc1,3,6,1,-0.7,-5,11,6,-4,20,90
CC(=O)Nc1ccc(S(=O)(=O)N(C)CC(=O)NCCOc2ccccc2)cc1,-3,8,1,0.2,12,-3,-1,-6,3,97
COc1cnc(-c2ccccn2)nc1Oc1ccccc1Cl,1,4,1,-2.3,8,14,-4,-4,-1,103
CCn1c(C)cc(C(=O)CSc2nnc(-c3ccco3)o2)c1C,8,0,-5,-1.2,0,-3,-8,-3,-2,94
COc1ccc(/C=C/C(=O)NC(=S)Nc2cc3oc4ccccc4c3cc2OC)cc1,1,-1,0,0.1,2,9,8,-3,-8,114
Cn1c(/C=C/c2ccc(Cl)cc2)c([N+](=O)[O-])c(=O)n(C)c1=O,-7,22*,-9,-1.3,-6,10,-7,-18,0,99
Cc1ccc(NC(=O)c2cnc(SCC(=O)NCC3CCCO3)n(C)c2=O)cc1 (centres undefined),-10,1,9,-2.6,20,2,-5,-6,6,99
O=C(CNc1ccccc1N1CCCC1=O)Nc1cc(Cl)ccc1-n1cncn1,-4,-2,-1,1.0,19,4,6,-6,0,102
CCOc1ccc(CN2CCN(Cc3cccn3-c3nccs3)CC2CCO)cc1 (centres undefined),-2,1,-1,0.9,1,7,6,-4,0,97
CC1=C(C)CC(C(=O)c2ccc(C)cc2)C(C(=O)O)C1 (centres undefined),-2,4,1,-0.4,-2,-2,1,-6,0,99
CCCOc1cccc(C(=O)N(Cc2ccco2)C2CCS(=O)(=O)C2)c1 (centres undefined),-5,3,-1,-0.1,1,-3,4,nt,-3,95

# Part of the list above in order of SMILES length, low to high:
SMILES,m5-HT2A agonist,ABHD5-PLIN5 inh,Glyco luc inh,MC4R ag barr,MC4R antag cAMP,PDI inh,Cardio protect,CaV13 FRET inh,Granule exo inh,ABCB6 inh 2
COc1ccc(CC(=O)NC2CC2)cc1OC,1,-10,0,1.9,-7,3,1,-5,-6,102
CSCCC(NC=O)C(=O)NC(C)C(=O)O (centres undefined),-8,4,0,0.4,6,-5,-4,-5,2,99
COc1cnc(-c2ccccn2)nc1Oc1ccccc1Cl,1,4,1,-2.3,8,14,-4,-4,-1,103
CC1CC(CC(=O)Nc2nc(-c3ccccc3)cs2)C(=O)O1 (centres undefined),2,1,1,-0.3,9,3,3,8,-2,98
CCOc1ccc(C(=O)C[n+]2ccc(C(=O)NCCO)cc2)cc1,-9,-4,2,-0.9,1,-6,-5,-21,-5,100
O=C(CCn1c(=O)oc2ccccc21)N1CCN(c2ccccc2Cl)CC1,-11,-2,18,-2.0,-8,0,3,-4,0,92
CCCOc1cccc(C(=O)N(Cc2ccco2)C2CCS(=O)(=O)C2)c1 (centres undefined),-5,3,-1,-0.1,1,-3,4,nt,-3,95
O=C(c1ccc(Cl)cc1)N1CCC(C(=O)N2CCCc3ccccc32)CC1,4,6,0,-3.0,5,1,9,-2,-2,95
Cc1cc(C)n(-c2ccc(C(=O)OCC(=O)c3ccc(Br)s3)cc2)n1,-5,3,2,-0.1,6,-2,10,-6,-2,96
CC(=O)Nc1ccc(S(=O)(=O)N(C)CC(=O)NCCOc2ccccc2)cc1,-3,8,1,0.2,12,-3,-1,-6,3,97
COc1ccc(-n2nc3c(c2NC(=O)C(C)Oc2ccccc2)CS(=O)C3)cc1 (centres undefined),-2,0,-1,-2.2,20,-5,-2,-2,-2,97
CCOC(=O)Cc1csc(NC(=O)CN(C)S(=O)(=O)c2ccc3c(c2)CCC(=O)N3)n1,-1,7,0,-1.9,2,11,-10,-6,-2,98

# Carrying on:
SMILES,m5-HT2A agonist,ABHD5-PLIN5 inh,Glyco luc inh,MC4R ag barr,MC4R antag cAMP,PDI inh,Cardio protect,CaV13 FRET inh,Granule exo inh,ABCB6 inh 2
Cn1nc(C(=O)N2CCN(c3ccccc3)CC2)c2c1-c1ccccc1S(=O)(=O)C2,-4,14,0,0.1,-3,12,4,-16,-8,100
CCC(=O)Nc1ccc(-c2csc(C)n2)cc1,8,2,1,-1.8,-2,24,-5,-2,-2,92
CC(C)Sc1nc(SCC(=O)O)c2c3c(sc2n1)COC(C)(C)C3,2,-7,2,-0.9,10,4,-1,-6,-2,98
CCN(CC)c1ccc(C=Nc2cccc(S(=O)(=O)N3CCOCC3)c2)c(O)c1,-6,-2,3,0.0,-4,1,-1,-3,4,101
CN1C(C(=O)NCc2ccco2)=CC(c2ccc(F)cc2)=NS1(=O)=O,-1,5,2,-1.4,1,-1,3,-16,-5,101
c1ccc(-c2nnn(C34CC5CC(CC(C5)C3)C4)n2)cc1,1,2,0,0.0,7,-6,-18,-5,2,93
C#CCOCCOCCOCCNc1nc(N2CCN(C(=O)Cn3cc(CC(C)O)nn3)CC2)nc(N2CCN(C(=O)[C@H](C)n3cc(CCC(=O)O)nn3)CC2)n1 (some centres undefined),-1,3,-1,-0.9,0,-2,5,-9,0,98
CCN(CC)CCN1C(=O)C(=O)/C(=C(/O)c2ccc(F)cc2)C1c1cccnc1 (centres undefined),-4,-3,3,0.3,21,-7,6,-4,0,99
Cc1cc(C)n2nc(SCC(=O)N3CCN(c4ccccc4)CC3)nc2n1,0,4,1,-0.5,0,12,8,-7,1,91
N#C/C(=C\c1ccccc1)c1nc2ncccc2[nH]1,1,0,2,-1.9,-15,1,4,nt,-11,102
CC(C)Cn1cc(-c2cccc3nccn23)cn1,5,1,0,-1.6,-8,8,2,-6,5,98
COC(=O)c1cc(C(=O)OCC(=O)N2CCCCC2)cc([N+](=O)[O-])c1,12,-1,-1,1.6,-7,10,3,-6,0,92
CN(C(=O)COC(=O)/C=C/c1cn(-c2ccccc2)nc1-c1ccc2c(c1)OCCO2)C1CCS(=O)(=O)C1 (centres undefined),0,0,-4,-0.8,2,-2,35,-5,-4,98
CCCOc1ccc(-c2nc(=S)[nH][nH]2)cc1,3,-14,1,-1.3,-4,3,0,-4,10,69*
COc1ccc2[nH]c3c(c2c1)CCN1C(=O)C(CC(=O)NCCCn2ccnc2)C[C@H](C(=O)N2CCOCC2)[C@@]31C (some centres undefined),5,-3,3,1.9,-3,12,-2,-6,-4,102
COc1ccc(C/C(C)=N/Nc2nc(C)cc(=O)[nH]2)cc1,-3,-5,0,2.9,0,-3,1,-4,7,80
CCN(CC)S(=O)(=O)c1ccc(NC(=O)c2cc(C(=O)OC)cc([N+](=O)[O-])c2)cc1,4,4,-3,-1.2,6,-2,3,-5,0,91
CC(C)CC1C(=O)N(Cc2cn(CCC3OCCCO3)nn2)CCS(=O)(=O)N1Cc1ccc(-c2ccc(Cl)nc2)cc1 (centres undefined),2,0,7,-0.1,7,-11,26,-4,-2,97
COc1cccc(NC(=O)Cn2c(=O)n(-c3ccccc3)c(=O)c3oc4ccccc4c32)c1,2,11,-3,0.2,4,1,16,-3,0,82
CCCOc1ccc(C(=O)Nc2ccc3c(c2)OCCO3)cc1,0,4,-10,-1.3,0,-20,0,-21,0,98
COC(=O)c1cccc(Cn2nc(C)c([N+](=O)[O-])c2C)c1,6,-14,1,-1.1,7,-6,20,-4,-3,94
N=c1c(C(=O)NC2CCCCC2)cc2c(=O)n3ccccc3nc2n1Cc1ccccc1,-6,-3,-8,-0.5,1,-4,-2,11,5,111
COC(=O)C1CCCCN1C(=O)c1cc(COc2cccc3cnccc23)on1 (centres undefined),12,11,-6,-0.8,6,1,-14,-7,0,85
